Source: PubChem
OX1R antag = OX1R (HCRTR1) antagonists, primary screen, fluorescence, CHO/OX1R cells, Fluo-8 calcium, orexin A; Fluo-8 calcium fluorescence; inhibition, % at 5 µM; 330,000 compounds, 0.43% hits; Orexin/Hypocretin receptor type 1 (Homo sapiens), O43613;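 active = inhibition above its plate's threshold, mean inhibition of all tested compounds on the plate plus 3 SD, cut at about 37% in these data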;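 also: 0% = orexin A challenge wells and 100% = SB-334867-A antagonist wells; not every result past the cut was called active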
Target sequence (O43613 whole entry, looked up): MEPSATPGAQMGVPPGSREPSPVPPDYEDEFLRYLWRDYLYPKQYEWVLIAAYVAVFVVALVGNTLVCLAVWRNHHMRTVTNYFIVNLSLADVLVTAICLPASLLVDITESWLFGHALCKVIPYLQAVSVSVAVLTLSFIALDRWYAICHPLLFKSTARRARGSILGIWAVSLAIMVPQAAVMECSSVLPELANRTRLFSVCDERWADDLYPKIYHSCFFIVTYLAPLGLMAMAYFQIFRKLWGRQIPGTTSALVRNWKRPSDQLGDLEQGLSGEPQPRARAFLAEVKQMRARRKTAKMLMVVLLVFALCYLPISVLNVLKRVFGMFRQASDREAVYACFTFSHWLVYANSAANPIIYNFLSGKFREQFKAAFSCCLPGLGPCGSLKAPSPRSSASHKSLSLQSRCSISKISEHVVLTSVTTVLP
CHT allo act = CHT positive allosteric modulators, primary screen, cell-based, membrane potential dye, choline EC20; High affinity choline transporter 1 (Homo sapiens), Q9GZV3; CHT-expressing cells; stronger effect = higher value; LV-AA mutant CHT in HEK293 cells; B-score at 10 µM; 310,000 compounds, 0.49% hits; AID 488977, 2010;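 active = initial fluorescence not abnormally high and integrated response B-score, plate-corrected, over 3 SD above library mean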
Target sequence (Q9GZV3 whole entry, looked up): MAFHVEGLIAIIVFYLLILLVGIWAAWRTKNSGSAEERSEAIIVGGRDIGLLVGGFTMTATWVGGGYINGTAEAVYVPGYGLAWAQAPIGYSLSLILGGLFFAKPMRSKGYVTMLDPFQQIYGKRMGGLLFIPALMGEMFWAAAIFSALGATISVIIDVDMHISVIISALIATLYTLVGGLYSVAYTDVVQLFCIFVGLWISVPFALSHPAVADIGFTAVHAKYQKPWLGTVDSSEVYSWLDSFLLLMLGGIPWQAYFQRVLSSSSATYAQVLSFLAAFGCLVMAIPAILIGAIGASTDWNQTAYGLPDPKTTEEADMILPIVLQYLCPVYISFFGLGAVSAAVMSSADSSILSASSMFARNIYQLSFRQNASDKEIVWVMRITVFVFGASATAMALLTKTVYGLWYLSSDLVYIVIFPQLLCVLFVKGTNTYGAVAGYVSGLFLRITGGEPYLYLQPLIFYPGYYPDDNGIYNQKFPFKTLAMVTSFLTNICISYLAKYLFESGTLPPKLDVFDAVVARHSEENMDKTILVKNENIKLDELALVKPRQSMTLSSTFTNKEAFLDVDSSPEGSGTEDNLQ
Active calls of the source: *; i = inactive; . = not tested or not shown. This is a random part of the collection. About 0.8% of those tested had a hit in this group.

The line under a structure holds: CHT allo act | OX1R antag
1) CCOC(=O)C1=C(C)NC(C)=C(C(=O)OCC)C1C(=O)OCC(=O)c1ccc2c(c1)OCCO2
  i | -13
2) Cc1ccc(C23CC4CC(CC(C(=O)N5CCOCC5)(C4)C2)C3)cc1
  i | -14
3) COc1ccc(C2=NN(C(=O)CSc3cn(C)c4ccccc34)C(c3ccc(OC)cc3)C2)cc1 (stereo unspecified)
  i | -32
4) CCCn1c(=O)c(C#N)cn(C2CC2)c1=O
  i | -5
5) Nc1nc(-c2c(Cl)cccc2Cl)no1
  i | -4
6) CN(C)/C(=N\S(=O)(=O)c1ccccc1)c1ccc([N+](=O)[O-])cc1
  i | 6
7) CN1CCCC(OC(=O)CCCC(=O)OC2CCCN(C)C2)C1 (stereo unspecified)
  i | -24
8) O=C(CCc1ccccc1)Nc1ccc2c(c1)OCCO2
  i | 0
9) COc1cc(C(=O)NC2CCN(Cc3nnnn3Cc3cccs3)CC2)cc(OC)c1OC
  i | -1
10) O=C(O)CC1SC(=Nc2cccc(C(F)(F)F)c2)NC1=O (stereo unspecified)
  i | 6
11) NC(=O)CSc1nc2c(sc3ccccc32)c(=O)n1CCCC(=O)NCC1CCCO1 (stereo unspecified)
  i | -5
12) COc1ccc(NC(=O)NCc2cccnc2)cc1
  i | -8
13) Cc1cccc(NC(=S)NCC(C)CSc2ccc(Cl)cc2)c1 (stereo unspecified)
  i | 34
14) CCc1ccc(NC(=O)CSCc2nc(N)nc(Nc3ccccc3CC)n2)cc1
  i | -5
15) CCn1nnc2cc(C(=O)Nc3cc(S(C)(=O)=O)ccc3Cl)ccc21
  i | -11
16) Cc1cccc(N2CCN(C(=S)c3ccccc3)CC2)c1
  i | -14
17) COc1ccc(NC(=O)C(CC(=O)O)C(C)c2ccccc2)cc1 (stereo unspecified)
  i | -3
18) Cn1nnnc1SCC(=O)NC1CCCc2ccccc21 (stereo unspecified)
  i | -8
19) O=C(c1ccc([N+](=O)[O-])s1)N1CCc2ccccc2C1
  i | -14
20) N/C(=N\OC(=O)c1cccc(Cl)c1)c1ccccn1
  i | 4
21) CCOc1ccc(C(=O)/C=C/Nc2ccc(S(=O)(=O)Nc3onc(C)c3C)cc2)cc1
  i | -18
22) Cc1ccc(NC(=S)N2CCCCC2CO)cc1C (stereo unspecified)
  i | -12
23) O=C(c1ccc(Br)o1)N(Cc1ccccc1)c1ccccn1
  i | -7
24) O=C(Nc1nc(-c2ccccn2)cs1)c1ccc(-c2ccccc2F)o1
  . | -7
25) N#Cc1cc(C(=O)c2ccccc2OCC(=O)Nc2ccccc2Cl)cn(C2CCCCC2)c1=O
  i | -41
26) Cc1ccc(NC(=O)C2CCN(S(=O)(=O)c3c(C)noc3C)CC2)cc1C
  i | -29
27) CN(C)C(=O)CSc1nnc(NC(=O)CCc2ccccc2)s1
  i | -20
28) Cn1c(Cn2c(=O)sc3ccccc32)nnc1SCC(=O)N1CCCc2ccccc21
  i | -1
29) COc1ccc(N2C(=O)C3C(C2=O)C2C=CC3C23CC3)c([N+](=O)[O-])c1 (stereo unspecified)
  i | -12
30) Cc1nc(-c2ccc(S(=O)(=O)Oc3ccccc3Cl)s2)cs1
  i | 9

Quoted from the listing:
OX1R antag with #18 stands at -8
OX1R antag with #30 stands at 9
OX1R antag with #20 stands at 4
OX1R antag with #13 stands at 34

Other structures:
The line under a structure holds: CHT allo act | OX1R antag
31) O=C(COc1ccc(S(=O)(=O)N2CCOCC2)cc1)NC1CC1
  i | -10
32) O=C(Cn1nnc(-c2ccccc2)n1)NCc1ccccc1
  i | -11
33) Cc1ccc(NC(=O)CSCc2ccc(F)cc2)cc1
  i | -15
34) O=C(Nc1ccc(Cl)c(Cl)c1)N1CCC(N2CCCCC2)CC1
  i | -17
35) Cc1ccc(NS(=O)(=O)c2cc(C(=O)N3CCN(CCO)CC3)ccc2C)cc1
  . | -10
36) Cc1nccn1CCC(=O)Nc1ccc(Cl)cc1
  i | -8
37) O=C1CCN(CCc2ccccc2)CCN1CCSc1ccccc1
  i | -22
38) Cc1oc(-c2ccc(Cl)cc2)nc1CS(=O)CC(=O)NCc1ccccc1 (stereo unspecified)
  i | -21
39) CCCCN(C)C(=O)c1sc2ncn(CC)c(=O)c2c1C
  i | -31
40) COc1cccc(C(C)NC(=O)Cc2cccs2)c1 (stereo unspecified)
  i | -1
41) Nc1nc(SCC(=O)N2CCCc3ccccc32)n(-c2ccccc2)n1
  i | -17
42) COc1ccccc1C(=O)Nc1ccc(Cc2ccncc2)cc1
  i | -23
43) O=C1CCCc2c1nc(-c1ccc(F)cc1)n2O
  i | -9
44) CSCCC(NC(=O)C1CCCC1)c1nnc2ccccn12 (stereo unspecified)
  i | -5
45) COc1cc2c(cc1OC)C(COc1ccccc1OC)N(C(C)=O)CC2 (stereo unspecified)
  i | -20
46) O=C(NN=C1CCCC1)c1ccn[nH]1
  i | -9
47) CCOCCOC(=O)C(C)Oc1ccc(Oc2ncc(Cl)cc2Cl)cc1 (stereo unspecified)
  i | -21
48) O=C(NC(NCc1ccccn1)(C(F)(F)F)C(F)(F)F)c1ccco1
  i | -7
49) COc1cccc(CN(C)C(=O)c2cc(S(=O)(=O)NC3CCCCC3)ccc2C)c1OC
  . | -14
50) C=CCOc1ccc(CNCc2cccnc2)cc1
  i | -18
51) CC1CCN(C(=O)COC(=O)COc2ccccc2C#N)CC1
  . | 4
52) COc1cc(NC(=O)C2CC(=O)N(Cc3ccco3)C2)c(OC)cc1Cl (stereo unspecified)
  . | -31
53) C/C(=N\NC(=O)CN1CCN(S(=O)(=O)c2ccc(C)cc2)CC1)c1ccc(O)cc1
  i | -14
54) COc1ccc(NS(=O)(=O)c2ccc(C(=O)NCC3(N4CCOCC4)CCCCC3)cc2)cc1
  . | 8
55) Cc1cc2ccccc2nc1SCC(=O)NC1CCCC1
  i | -22
56) Cc1ccccc1-c1cc(=O)c2c(O)cccc2o1
  i | -10
57) CCn1c(CNc2ccc(F)cc2)nnc1SCC(=O)Nc1ccccc1OC
  i | -30
58) CCN(CC)C(=O)OCc1c(-c2cccc(OC)c2)ncc2ccccc12
  . | -11
59) CCc1nc(N2CCN(S(C)(=O)=O)CC2)c2c3c(sc2n1)CCCC3
  i | -48
60) COc1cc(C=O)ccc1OCCOCCOc1c(C)cc(Cl)cc1Cl
  i | -14

The final three compounds of the section before open the next one.
The line under a structure holds: CHT allo act | OX1R antag
58) CCN(CC)C(=O)OCc1c(-c2cccc(OC)c2)ncc2ccccc12
  . | -11
59) CCc1nc(N2CCN(S(C)(=O)=O)CC2)c2c3c(sc2n1)CCCC3
  i | -48
60) COc1cc(C=O)ccc1OCCOCCOc1c(C)cc(Cl)cc1Cl
  i | -14
61) CC(C)c1nnc(NC(=O)CCC(=O)N2CCN(c3ccccc3F)CC2)s1
  i | -23
62) O=C(N/N=C/c1cccc(O)c1)C(=O)N1CCCCCC1
  i | -10
63) COc1ccccc1C(C[N+](=O)[O-])c1c[nH]c2ccccc12 (stereo unspecified)
  i | -4
64) CCOC(=O)CSc1nc2cc(C(F)(F)F)cnc2n1C
  i | 1
65) CC(C)CN=c1cc(-c2ccccc2)oc2ccc(Cl)cc12
  i | -39
66) CCOc1ccc(C(=O)Nc2ccc(-c3nc4ccccc4[nH]3)cc2)cc1[N+](=O)[O-]
  i | -10
67) Cc1cc(C)c(NC(=O)C2CCCCN2C)c(C)c1 (stereo unspecified)
  i | -16
68) CC(C)(C)n1nnnc1SCC(=O)Nc1nn(-c2ccccc2)nc1C(N)=O
  i | -15
69) Cc1cccc(NS(=O)(=O)c2ccc3[nH]c(=O)[nH]c3c2)c1C
  i | .
70) S=C(NCCN1CCOCC1)Nc1ccc(Cl)cc1Cl
  i | -9
71) CC(=O)c1ccc(N2CCN(S(=O)(=O)c3ccc4c(c3)NC(=O)CO4)CC2)cc1
  i | 6
72) Cc1cc(C)c2c(CN3CC(C)OC(C)C3)cc(=O)oc2c1C (stereo unspecified)
  i | -15
73) COc1ccc(/C(O)=C2/C(=O)C(=O)N(CCN3CCOCC3)C2c2ccc(C)cc2)cc1 (stereo unspecified)
  i | -1
74) CC(Sc1ncnc2ccccc12)C(=O)Nc1ccc2c(c1)OCO2 (stereo unspecified)
  i | -12
75) CC(OC(=O)CCCC(=O)Nc1ccc(F)cc1)C(=O)c1ccccc1 (stereo unspecified)
  i | -26
76) COc1ccc(C(=O)C(CCCCC(CN(C)C)C(=O)c2ccc(OC)cc2)CN(C)C)cc1 (stereo unspecified)
  i | -24
77) FC(F)(F)c1nnc2ccc(NCn3nnc4ccccc43)nn12
  i | 1
78) CC(C)(C)OC(=O)N1CCN(C(=O)c2nc[nH]c2C(=O)N2CCN(C(=O)OC(C)(C)C)CC2)CC1
  . | -5
79) CCS(=O)(=O)c1nc(S(=O)(=O)c2ccc(C)cc2)c(NCCN2CCOCC2)s1
  i | -10
80) Cc1cc(C)n(C(=O)CN2C(=O)c3ccccc3C2=O)n1
  i | -6
81) COCc1nnc(NC(=O)c2c(-c3c(Cl)cccc3Cl)noc2C)s1
  i | -75
82) N=C(N)SCC1=CCS(=O)(=O)C1
  i | 14
83) Cc1ccc2c(c1)c1ncn(CCC3=CCCCC3)c(=O)c1n2C
  i | -14
84) Cc1cc(C)n2nc(C(=O)OCC(=O)NCc3ccc(F)cc3)nc2n1
  . | -2
85) Cn1cc(Br)c(C(=O)NC(=S)N2CCN(c3ccccn3)CC2)n1
  i | -29
86) COc1cc(OC)c(N(C)S(=O)(=O)c2cccc(C(=O)OCC(=O)N3CCOCC3)c2)cc1Cl
  . | -22
87) COc1ccc(/C=N/N2C(=O)CN(C(=O)c3ccccc3)C2c2ccc(OC)cc2)cc1 (stereo unspecified)
  i | -32
88) CS(=O)(=O)N1CCN(C(=O)Cc2ccccc2Cl)CC1
  i | 0
89) O=C(c1coc2ccccc2c1=O)N1CCN(c2cccc(C(F)(F)F)c2)CC1
  i | -41
90) Cc1cccc(N2CCN(C(=O)C3CCN(c4nnc(-n5cccc5)s4)CC3)CC2C)c1 (stereo unspecified)
  i | -28
91) Cn1cc(Cl)c(C(=O)Nc2nc3ccc(Cl)cc3s2)n1
  i | -4
92) CN(C(=S)NC(=O)c1ccc(F)cc1)C1CCCCC1
  i | -20
93) CC(=O)CCS(=O)(=O)c1ccc(C)c(C)c1
  i | -45
94) Cc1cccc(N2CC(C(=O)NCc3ccco3)CC2=O)c1C (stereo unspecified)
  . | -6
95) CCOCCCn1c(=NC(C)=O)c(C#N)cc2c(=O)n3ccccc3nc21
  i | 1
96) COc1cc(OC)c(C(=O)NCc2cccnc2)cc1OC
  i | 20
97) O=C(NCCc1ccccc1)c1ccc(Cl)nc1
  i | -3
98) COc1cccc(-c2c(C(=O)N/N=C(\C)c3ccc(Cl)s3)nnn2-c2nonc2N)c1
  i | 1
99) COC(=O)C(NNc1ccccc1)(NC(=O)c1ccccc1F)C(F)(F)F (stereo unspecified)
  i | -21
100) Cc1cc(OCC(=O)NCCc2c[nH]c3ccccc23)c2c(C)c(C)c(=O)oc2c1
  i | -32
101) Cc1ccc(C)n1CCN1CCN(C(=O)c2ccco2)CC1
  i | -12
102) NC(=S)Nc1cccc2cccnc12
  i | -16
103) CN(C)/C=N/c1nc2nccc(-c3cccc(Cl)c3)n2n1
  i | -21
104) CC(C)(CC(=O)O)CC(=O)N1CCN(c2cc(C(F)(F)F)nc3ccccc23)CC1
  i | -8
105) Cc1cc(NCc2ccccn2)n2nc(C)c(-c3ccc(Cl)cc3)c2n1
  i | -39
106) Cc1ccc(Nc2nc(N)nc(CN3CCc4ccccc4C3)n2)cc1
  i | -37
107) COC(=O)/C=c1\sc2ncnn2c1=O
  i | -14
108) O=Cc1cc2ccccc2nc1SCCCF
  i | 5
109) COc1ccc(-c2cc(CCCC(=O)NCCc3cc(OC)ccc3OC)no2)cc1
  i | -4
110) Cn1c(CCCNC(=O)c2ccccc2)nc2ccccc21
  i | -21
111) O=C1C[C@@H](c2ccccc2)Oc2cc(O)cc(O)c21
  i | -16
112) O=C(COc1ccccc1-c1ccccc1)NCc1ccco1
  i | -22
113) CCOc1ccc(Cl)cc1S(=O)(=O)n1cnc2ccccc21
  i | -12
114) Cc1nc(NC(=O)/C=C/c2ccccc2)sc1C(=O)N1CCCCC1
  i | -25
115) Oc1cccc(/C=N/NC(=S)Nc2cccnc2)c1O
  i | -3
116) CS(=O)(=O)Nc1ccc(C(=O)Nc2ccc(S(=O)(=O)N3CCCCC3)cc2)cc1
  i | .
117) CCCC1=C(C(=O)OCC)C(c2ccc(NC(C)=O)cc2)NC(=O)N1 (stereo unspecified)
  i | -18
118) NS(=O)(=O)c1ccc(NC(=S)NC(=O)c2cccs2)cc1
  i | 0
119) COc1ccc(-c2nnc(SCC(=O)N3CCC(Cc4ccccc4)CC3)o2)cc1OC
  i | -7
120) NC(=O)[C@@H]1CCCN1C(=O)c1cc(COc2ccc(F)cc2F)on1
  i | -12

Part of the list above, in transposed form:
113: CCOc1ccc(Cl)cc1S(=O)(=O)n1cnc2ccccc21
114: Cc1nc(NC(=O)/C=C/c2ccccc2)sc1C(=O)N1CCCCC1
115: Oc1cccc(/C=N/NC(=S)Nc2cccnc2)c1O
116: CS(=O)(=O)Nc1ccc(C(=O)Nc2ccc(S(=O)(=O)N3CCCCC3)cc2)cc1

entry no.	113	114	115	116
CHT allo act	i	i	i	i
OX1R antag	-12	-25	-3	.

More records.
The line under a structure holds: CHT allo act | OX1R antag
121) O=C1C2CC=C(Cl)CC2C(=O)N1CCC[n+]1cccc2ccccc21 (stereo unspecified)
  i | 6
122) COc1ccc(C(c2c(NC(=O)c3ccccc3)sc(C)c2C)N2CCN(CCO)CC2)cc1 (stereo unspecified)
  i | -21
123) CCOc1ccc(C(=O)NC2=NCCS2)cc1
  i | -8
124) Cc1sc2nc(SCC(=O)N(C)c3ccccc3)n(C)c(=O)c2c1C
  i | -27
125) C=CCNS(=O)(=O)NC(=O)C1=C(N2CCCC2)COC1=O
  . | 10
126) O=C(Nc1cccc(Cl)c1)Nc1ccc2c(c1)OCO2
  i | 32
127) CCOC(=O)N1CCN(CC(=O)Nc2ccc(F)cc2F)CC1
  i | 0
